Bioassay records (PubChem)
HCV NS3 hel inh: HCV NS3 helicase inhibition; NS3 helicase DNA unwinding, Cy5 molecular beacon fluorescence; inhibition, % at 10.9 µM; 290,000 tested, 0.56% active; AID 1800;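 active = inhibition above the mean of all tested compounds plus 3 SD, set per campaign, cut at about 35% in these data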;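 note: 0% = DMSO wells and 100% = thioflavine S control wells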
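assay system = NS3 helicase fragment of HCV | buffer or medium = MOPS pH 6.5, MgCl2, DTT, Tween20, BSA | timing = 60 min unwinding reaction at 25 °C after ATP addition | signal = Cy5 beacon fluorescence read at start and 1 h | read-out basis = % inhibition of unwinding | control set = low DMSO, high thioflavine S at 110 µM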
IDE act: boosts human insulin-degrading enzyme activity in HEK cells | P14735 | FAbeta-B cleavage, fluorescence polarization; 0% vehicle, 100% cell-free pure enzyme wells | activation, % at 5.96 µM | 340,000 tested, 0.073% active | AID 493087;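 active = activation above the mean of all tested compounds plus 3 SD, set per screening campaign, cut at about 17% in these data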
M18AAP inhibitor: blocks P. falciparum M18 aspartyl aminopeptidase. inhibition, % at 7.35 µM. AID 1822. recombinant PfM18AAP, H-Glu-NHMec fluorogenic cleavage. 290,000 tested, 1.2% active;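 active = inhibition above the campaign mean inhibition over all tested compounds plus 3 SD, cut at about 28% in these data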;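 note: 0% = plate median of test compound wells and 100% = 2 mM ZnCl2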
IMP-1 inhibitor: inhibitors of Pseudomonas aeruginosa IMP-1 metallo-beta-lactamase | purified IMP-1, nitrocefin hydrolysis, epi-absorbance fluorescence | inhibition, % at 5.6 µM | 290,000 tested, 0.45% active;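 active = inhibition above the mean plus 3 SD of all compounds in the same screening run, cut at about 4.5% in these data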;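 note: 0% = IMP-1 with DMSO and 100% = DMSO wells lacking enzyme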
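System: purified IMP-1; amount: IMP-1 0.2 nM before substrate addition; compound: single dose, 5.6 µM; times: 25 °C, 15 min preincubation, 25 min reaction; signal: Epi-absorbance via hydrolysed-nitrocefin quenching of white-plate fluorescence, 480/530 nm, EDTA stop; benchmarks: DMSO with and without IMP-1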
DNA FID counter: displaces DNA intercalator in HCV helicase counter-screen; 290,000 tested, 0.17% active; inhibition, % at 7.9 µM; DNA fluorescent intercalator displacement, fluorescence; AID 1845; in the data active = inhibition above about 37%;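 note: 0% = vehicle and 100% = reference compound; higher means more ethidium bromide displaced from hairpin DNA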
VIM-2 inhibitor: inhibitors of Pseudomonas aeruginosa VIM-2 metallo-beta-lactamase; purified VIM-2, nitrocefin hydrolysis, epi-absorbance fluorescence; inhibition, % at 5.6 µM; 290,000 tested, 0.89% active;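 active = inhibition above the mean of all tested compounds plus 3 SD, cutoff set per screening run, cut at about 7.5% in these data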;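 note: red hydrolysis product quenches plate fluorescence so inhibitors raise well fluorescence; 0% = enzyme with DMSO and 100% = DMSO without enzyme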
UBC9 SUMO inh: SUMOylation inhibition | AID 2006 | HTRF SUMOylation assay, SAE1/SAE2 + UBC9, in vitro | P63279 | 290,000 tested, 0.36% active | inhibition, % at 35 µM; in the data active = inhibition above about 50%, passing the limit was not always enough; note: strong numbers were not always called active
IDE inh: inhibits human insulin-degrading enzyme in HEK cells; AID 434962; 320,000 tested, 0.41% active; inhibition, % at 5.59 µM; P14735; FAbetaB cleavage, fluorescence polarization;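 active = percent inhibition above the average of all tested compounds plus 3 SD, set per screening campaign, cut at about 16% in these data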;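 note: IDE supplied by intact live HEK cells; FP after avidin binding of uncleaved biotin substrate so inhibition keeps polarization high; 0% = DMSO wells and 100% = 60 µM reference IDE inhibitor Ii1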
pCIP destab: lowers stability of the mouse p/CIP coactivator protein | 290,000 tested, 0.01% active | F442A p/CIP-EGFP cells, EGFP fluorescence, 16 h | decrease of EGFP signal, % at 10 µM;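 active = EGFP signal decrease of at least 30% at 10 µM or well 3 SD below plate mean, unless failing retest; inactive = the rest, including hits failing retest or dose response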; note: some compounds called inactive have numbers as strong as hits; many of its hits are not listed in these tables
Target sequence (Q05BA5 1-1403): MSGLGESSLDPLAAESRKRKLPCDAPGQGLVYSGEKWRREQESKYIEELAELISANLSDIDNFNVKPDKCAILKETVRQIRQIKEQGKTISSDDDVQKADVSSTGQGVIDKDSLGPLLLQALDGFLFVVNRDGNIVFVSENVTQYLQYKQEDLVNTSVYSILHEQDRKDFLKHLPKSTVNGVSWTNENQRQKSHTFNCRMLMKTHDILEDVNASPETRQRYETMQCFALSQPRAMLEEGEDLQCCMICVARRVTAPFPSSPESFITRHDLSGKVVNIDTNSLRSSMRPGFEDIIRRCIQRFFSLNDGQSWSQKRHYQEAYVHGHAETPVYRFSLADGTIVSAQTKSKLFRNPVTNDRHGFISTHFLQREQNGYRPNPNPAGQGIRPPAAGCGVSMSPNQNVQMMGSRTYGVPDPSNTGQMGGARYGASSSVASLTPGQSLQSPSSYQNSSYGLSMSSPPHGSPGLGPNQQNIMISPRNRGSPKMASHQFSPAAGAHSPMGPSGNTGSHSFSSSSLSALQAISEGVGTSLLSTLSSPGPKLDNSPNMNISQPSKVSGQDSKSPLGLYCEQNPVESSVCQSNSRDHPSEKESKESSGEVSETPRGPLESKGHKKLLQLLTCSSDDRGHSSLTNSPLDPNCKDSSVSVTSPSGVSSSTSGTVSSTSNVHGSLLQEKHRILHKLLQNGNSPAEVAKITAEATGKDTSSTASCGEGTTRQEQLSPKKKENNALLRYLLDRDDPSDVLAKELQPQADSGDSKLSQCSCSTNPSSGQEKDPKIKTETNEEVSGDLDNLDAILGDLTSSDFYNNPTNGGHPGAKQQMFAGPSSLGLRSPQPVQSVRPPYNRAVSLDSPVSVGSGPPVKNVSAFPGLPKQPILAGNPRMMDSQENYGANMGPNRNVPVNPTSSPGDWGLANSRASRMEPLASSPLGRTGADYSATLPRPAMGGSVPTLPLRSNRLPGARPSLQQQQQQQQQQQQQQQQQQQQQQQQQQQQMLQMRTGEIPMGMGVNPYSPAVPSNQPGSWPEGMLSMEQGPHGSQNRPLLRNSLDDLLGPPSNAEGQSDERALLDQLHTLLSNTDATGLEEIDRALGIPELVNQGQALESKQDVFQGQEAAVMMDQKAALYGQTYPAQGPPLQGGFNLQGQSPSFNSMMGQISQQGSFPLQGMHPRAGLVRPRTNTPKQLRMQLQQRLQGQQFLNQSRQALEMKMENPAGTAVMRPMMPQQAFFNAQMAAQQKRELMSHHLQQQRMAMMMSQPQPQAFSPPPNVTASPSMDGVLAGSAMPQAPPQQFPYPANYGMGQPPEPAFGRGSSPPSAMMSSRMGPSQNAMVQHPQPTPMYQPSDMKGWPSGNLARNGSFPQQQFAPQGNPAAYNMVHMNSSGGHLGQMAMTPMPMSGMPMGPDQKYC
* marks the source's active call; other numbers are inactive results; . = no result given. Rows were taken by chance; any-hit rate near 3.6%.

entry	SMILES	HCV NS3 hel inh	IDE act	M18AAP inhibitor	IMP-1 inhibitor	DNA FID counter	VIM-2 inhibitor	UBC9 SUMO inh	IDE inh	pCIP destab
1	COc1ccc(NC(=O)NNC(=O)COc2cc(C)c(Cl)c(C)c2)c(OC)c1	-6	7	-1	-1.8	-28	-1.7	15	-3	0
2	O=c1nc(Nc2ccc(OCc3ccccc3)cc2)sc2ncccc12	11	2	-3	-3.3	-1	-1.8	3	7	-15
3	CCOC(=O)C1(Cc2cccc(OC)c2)CCN(Cc2cccnc2)CC1	-6	-2	-13	-1.6	-8	0.7	7	-4	-9
4	CCOC(=O)C(CC)Sc1ccc2nnc(CCNS(=O)(=O)c3ccccc3)n2n1 (configuration not stated)	-2	3	-1	-1.3	-24	-1.3	11	-5	-4
5	CCOC(=O)c1cc2ccc3ccccc3c2s1	-4	0	1	0.0	1	-0.8	-9	0	5
6	O=C1C(=O)N(Cc2ccccc2)C(c2cccc(O)c2)/C1=C(\O)c1ccc2c(c1)OCCO2 (configuration not stated)	24	0	15	-3.0	-50	0.6	13	4	-2
7	COc1ccc(S(=O)(=O)Nc2ccc(N(C)C(C)=O)cc2)cc1	-13	8	5	0.0	-3	-0.3	13	0	-1
8	COc1ccc(Oc2ccc(N/C=C/C(=O)C(C)(C)C)cc2)cc1	-1	1	7	-2.6	-1	-2.7	-15	0	0
9	Cc1ccc(C(=O)c2c[nH]c3c(F)cc(F)cc3c2=O)cc1	-5	6	-2	-0.7	-1	-0.9	18	-1	4
10	Cc1ccc(S(=O)(=O)N(C)C)cc1NC(=O)c1ccc2ccccc2n1	19	2	2	-4.4	-8	-1.7	-25	4	-3
11	C#CCNC(=O)C1=C[C@H](c2ccc(C(F)(F)F)cc2)C[C@H](OCc2ccc(CO)cc2)O1	-8	6	-4	-2.3	-30	-2.8	-4	-1	-20
12	Cc1ccc(CN2CCC(n3nccc3NC(=O)C3CCOC3)CC2)cc1C (configuration not stated)	-2	-4	-1	-1.7	2	-4.6	0	-2	16
13	COc1cc(C(=O)Oc2ccc3ccc(O)cc3c2)cc(OC)c1OC	2	2	3	-1.9	-20	-2.4	-2	0	-7
14	COc1ccc(-c2cc(C(=O)N3CCN(c4ccccc4O)CC3)c3ccccc3n2)cc1OC	-38	6	31*	1.3	-36	-1.3	-14	4	4
15	CCN1CCc2c(OCc3ccc(C(=O)OC)o3)cccc2C1=O	0	10	4	-2.4	-16	-1.6	3	-1	-3
16	CC/C(=C/c1ccccc1)c1cccc2[nH]c3c(OC)cccc3c12	-6	-6	0	-1.9	6	0.5	-2	-3	0
17	COc1ccc(NS(=O)(=O)c2ccc(N3CCCC3)c(N)c2)cc1	-2	-4	8	0.3	-7	-0.5	16	2	-13
18	CC(=O)Nc1ccc(NC(=O)CSc2nc3ccccc3nc2N2CCC(C)CC2)cc1	25	1	-6	-6.2	-35	-3.6	7	4	-6
19	CCOC(=O)C1=C(CNC(C)(C)CC(C)(C)C)NC(=O)NC1c1cccc([N+](=O)[O-])c1 (configuration not stated)	-12	-1	-8	-7.0	-11	-3.5	14	-1	4
20	CCOC(=O)C1CCCN(c2cc(=O)n(-c3ccccc3Cl)c(=O)[nH]2)C1 (configuration not stated)	0	2	0	-0.2	-4	-0.5	-9	4	8
21	COCCn1c(C)cc(C2=NNC(=Nc3ccc(F)cc3)SC2)c1C	12	-6	14	-2.5	4	-4.4	5	1	-11
22	CCOC(=O)C1=C(C)NC(=O)C(C(N)=O)C12CCCCC2 (configuration not stated)	1	-2	0	-2.4	2	-2.2	-2	-2	-9
23	CCCC(=O)NC(C)c1nc2ccccc2n1C(C)C (configuration not stated)	6	2	-2	-4.9	-1	-2.2	2	-3	-10
24	O=C(Nc1c(-c2ccccc2)nc2ccccn12)c1cccs1	6	1	3	-2.6	-4	-4.7	11	1	-7

Shown with two lines to a compound: four of the compounds above
Each structure is followed by: HCV NS3 hel inh	IDE act	M18AAP inhibitor	IMP-1 inhibitor	DNA FID counter	VIM-2 inhibitor	UBC9 SUMO inh	IDE inh	pCIP destab
9. Cc1ccc(C(=O)c2c[nH]c3c(F)cc(F)cc3c2=O)cc1
 : -5	6	-2	-0.7	-1	-0.9	18	-1	4
10. Cc1ccc(S(=O)(=O)N(C)C)cc1NC(=O)c1ccc2ccccc2n1
 : 19	2	2	-4.4	-8	-1.7	-25	4	-3
11. C#CCNC(=O)C1=C[C@H](c2ccc(C(F)(F)F)cc2)C[C@H](OCc2ccc(CO)cc2)O1
 : -8	6	-4	-2.3	-30	-2.8	-4	-1	-20
12. Cc1ccc(CN2CCC(n3nccc3NC(=O)C3CCOC3)CC2)cc1C (configuration not stated)
 : -2	-4	-1	-1.7	2	-4.6	0	-2	16

(list continues)
entry	SMILES	HCV NS3 hel inh	IDE act	M18AAP inhibitor	IMP-1 inhibitor	DNA FID counter	VIM-2 inhibitor	UBC9 SUMO inh	IDE inh	pCIP destab
25	Cc1cc(SCC(=O)N/N=C/c2ccc(O)c(O)c2O)c(C)cc1Br	24	-10	53*	-0.4	-9	-6.4	9	-9	0
26	Cc1ccsc1/C=C/c1ccc2cccc(O)c2n1	4	5	8	1.7	-5	-4.1	27	1	4
27	CN(C)c1ccc(/C=N/NC(=O)c2nnn(-c3nonc3N)c2CN(C)c2ccccc2)cc1	28	-4	5	-0.8	-26	0.9	17	-3	-10
28	O=C1/C(=C/c2ccc(C(=O)O)cc2)CCC/C1=C\c1ccc(C(=O)O)cc1	20	2	9	-4.6	-30	-0.2	22	-2	-4
29	Cc1ccc(C(=O)N/C(=C/c2ccc(-c3ccc(Br)cc3)o2)C(=O)NC2CCS(=O)(=O)C2)cc1 (configuration not stated)	-18	0	4	-2.2	-7	-1.8	-15	0	4
30	CCOc1ccc(NC(=O)C(C)SC(N)=O)cc1 (configuration not stated)	-5	0	8	-3.0	0	-1.3	0	0	-9
31	CCSCCOC(=O)C1=C(C)NC2=C(C(=O)CCC2)C1c1coc2ccccc2c1=O (configuration not stated)	-4	-3	6	-2.6	-23	-0.8	25	-3	-3
32	Cc1nc2nc(-c3cccnc3)[nH]n2c(=O)c1C	-13	6	-9	-1.3	-1	-0.4	-10	3	2
33	Cc1cc(OCC(F)(F)C(F)(F)C(F)(F)C(F)(F)C(F)(F)C(F)F)nc(N)n1	-6	3	1	-0.7	0	-2.6	0	-1	-3
34	Cc1cc(C)c(-c2noc(C(=O)OC(C)(C)C)c2C(=O)OC(C)(C)C)c(C)c1	0	1	-2	-1.7	-12	1.4	6	1	-14
35	Cc1cccc(OCC(=O)OC2CCN(C)CC2)c1	-2	0	-2	-1.0	2	-0.6	12	4	-36
36	O=C(COC(=O)c1cccc(Br)c1)Nc1cccc2c1C(=O)c1ccccc1C2=O	-3	3	-5	-1.7	4	-1.1	16	-1	-24
37	Cc1ccc(C(=O)CSc2nnc3c4ccccc4nc(Cc4ccccc4)n23)cc1	5	-2	1	-3.9	0	-3.2	2	4	-12
38	C#CCCOC(=O)N1C2=NC(C(=O)OC)=C(C(=O)OC)[C@@H]3N(C)c4ccccc4[C@]23C[C@H]1C(=O)OC	.	-2	.	.	.	.	12	-10	-8
39	CCOc1ccc(C(=O)NN2CCOCC2)cc1	-3	5	1	-1.8	-2	-1.2	7	-5	9
40	C#CCO[C@@H]1C[C@H](n2ccc(NC(=O)c3ccccc3)nc2=O)O[C@@H]1CO	.	1	.	.	.	.	26	0	-12

Ordered by value in IMP-1 inhibitor (rising): some entries from above.
#	compound	HCV NS3 hel inh	IDE act	M18AAP inhibitor	IMP-1 inhibitor	VIM-2 inhibitor	UBC9 SUMO inh	IDE inh	pCIP destab
37	Cc1ccc(C(=O)CSc2nnc3c4ccccc4nc(Cc4ccccc4)n23)cc1	5	-2	1	-3.9	-3.2	2	4	-12
36	O=C(COC(=O)c1cccc(Br)c1)Nc1cccc2c1C(=O)c1ccccc1C2=O	-3	3	-5	-1.7	-1.1	16	-1	-24
35	Cc1cccc(OCC(=O)OC2CCN(C)CC2)c1	-2	0	-2	-1.0	-0.6	12	4	-36

The listing continues.
entry	SMILES	HCV NS3 hel inh	IDE act	M18AAP inhibitor	IMP-1 inhibitor	DNA FID counter	VIM-2 inhibitor	UBC9 SUMO inh	IDE inh	pCIP destab
41	CC(NC=O)c1nc2ccccc2n1CCc1ccccc1 (configuration not stated)	-2	-3	-14	-2.8	-6	-1.1	11	-1	-3
42	c1ccc(Nc2ccccn2)nc1	-2	-6	-10	-1.8	-2	-0.8	7	-4	-8
43	COC(=O)c1ccc(NC(=O)CSc2ccccc2)cc1	2	2	3	-4.2	-5	-1.3	0	-11	-9
44	CCCCc1ccc(-c2ccc(Br)cc2)nc1	1	2	3	-5.2	2	-3.9	0	-2	0
45	O=C(c1ccc(N2CCOCC2)c([N+](=O)[O-])c1)N1CCN(Cc2ccccc2)CC1	-2	1	-2	-2.6	-28	-2.8	13	4	0
46	COc1ccc(/C=C/C(=O)NCCSCc2ccco2)cc1OC	0	2	-12	0.0	-22	-1.2	21	0	-4
47	CCn1nnnc1NCc1ccc(OCc2ccc(F)cc2Cl)c(OC)c1	-2	7	-6	-4.3	-17	-1.7	-5	11	6
48	Cc1cc(CN(C)C(=O)c2ccc(OC3CCN(Cc4ccccn4)CC3)cc2)on1	9	-2	0	-2.7	-7	-0.7	-16	2	8
49	COc1ccc(N2CCN(C(=O)CCNS(=O)(=O)c3ccccc3)CC2)cc1	-4	4	5	-2.9	-17	-1.8	25	-4	-6
50	O=C(Nc1nccs1)c1ccc(COc2ccccc2Br)o1	-11	-2	-7	-2.8	-6	-2.8	2	-5	-9
51	O=C(CSCCN1C(=O)c2ccccc2C1=O)Nc1ccc2ccccc2c1	-4	2	-7	-2.1	-5	0.4	-21	5	4
52	Cc1cc(-n2ccnc2)n2c(nc3ccccc32)c1C#N	11	2	7	3.0	3	7.7*	27	-2	3
53	Cc1ccc(C(=O)NCC(=O)OCC(=O)NC(C)c2ccccc2)s1 (configuration not stated)	0	4	-12	-2.1	-9	-1.4	11	12	-10

Looked up one by one from above, six records:
entry	SMILES	HCV NS3 hel inh	IDE act	M18AAP inhibitor	IMP-1 inhibitor	DNA FID counter	VIM-2 inhibitor	UBC9 SUMO inh	IDE inh	pCIP destab
17	COc1ccc(NS(=O)(=O)c2ccc(N3CCCC3)c(N)c2)cc1	-2	-4	8	0.3	-7	-0.5	16	2	-13
18	CC(=O)Nc1ccc(NC(=O)CSc2nc3ccccc3nc2N2CCC(C)CC2)cc1	25	1	-6	-6.2	-35	-3.6	7	4	-6
16	CC/C(=C/c1ccccc1)c1cccc2[nH]c3c(OC)cccc3c12	-6	-6	0	-1.9	6	0.5	-2	-3	0
21	COCCn1c(C)cc(C2=NNC(=Nc3ccc(F)cc3)SC2)c1C	12	-6	14	-2.5	4	-4.4	5	1	-11
51	O=C(CSCCN1C(=O)c2ccccc2C1=O)Nc1ccc2ccccc2c1	-4	2	-7	-2.1	-5	0.4	-21	5	4
38	C#CCCOC(=O)N1C2=NC(C(=O)OC)=C(C(=O)OC)[C@@H]3N(C)c4ccccc4[C@]23C[C@H]1C(=O)OC	.	-2	.	.	.	.	12	-10	-8
